DRD3 agonist = activates the human D3 dopamine receptor. 410,000 compounds, 0.58% hits. D3R DiscoveRx beta-arrestin cells, luminescence, 90 min. P35462. max activation, %. AID 652048; in the data active = max activation above about 30%; also: 0% is about no effect; mostly tested at two doses, the higher about 12 µM
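Cells at 1500/well, incubated overnight, then treated with pinned compounds (dopamine as control) for 90 min at 37 degrees C. DiscoveRx reagent added for 30 - 60 minutes at room temperature; luminescence read.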
GLP-1R agonist = activates the human GLP-1 receptor; P43220; AID 624172; HEK293 GLP-1R CRE-luciferase, luminescence, 4-6 h; cells express a hypersensitive GLP-1R form; Potency, µM (highest dose often 45.6 µM), for the others: at the top dose activation, hits mostly activators; 380,000 compounds, 0.007% hits; also: potency is read from the fitted curve at half-maximal effect; % of control where 0% means no effect
Target sequence (P43220 whole entry, looked up): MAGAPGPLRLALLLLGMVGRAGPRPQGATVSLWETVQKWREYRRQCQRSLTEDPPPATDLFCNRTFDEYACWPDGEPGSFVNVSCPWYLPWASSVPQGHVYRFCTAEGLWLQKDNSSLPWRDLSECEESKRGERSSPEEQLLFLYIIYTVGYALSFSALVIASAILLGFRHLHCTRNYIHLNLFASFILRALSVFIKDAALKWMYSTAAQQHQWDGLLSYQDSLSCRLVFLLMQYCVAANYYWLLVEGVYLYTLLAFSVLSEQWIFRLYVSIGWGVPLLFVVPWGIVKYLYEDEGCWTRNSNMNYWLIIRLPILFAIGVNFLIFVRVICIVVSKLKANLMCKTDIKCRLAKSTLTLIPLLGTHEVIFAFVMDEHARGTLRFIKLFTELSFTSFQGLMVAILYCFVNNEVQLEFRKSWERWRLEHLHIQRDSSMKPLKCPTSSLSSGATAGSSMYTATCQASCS
aSyn yeast inh = inhibitors of alpha-synuclein toxicity in yeast; Yeast expressing alpha-synuclein, growth rescue, BacTiter-Glo, 24 h; Potency, µM (titrated, usually from 46.1 µM), inactives show at the top dose growth rescue (activation), hits mostly activators; 370,000 compounds, 0.14% hits; also: potency is read from the fitted curve at half-maximal effect; % of control where 0% means no effect; nearly all actives have a fitted effect of over 65% in size
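Rescue of yeast growth: cells expressing toxic alpha-synuclein, induced in galactose at OD600 0.02, incubated with compound 24 h at 30 C. ATP luminescence quantified growth; inhibitors of toxicity appear as activators.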
PTHR1 ag = agonists of human PTHR1 parathyroid hormone receptor | Q03431 | HEK293 GP2 PTHR1 cells, GloSensor cAMP luminescence, 1 h | Potency, µM (series often up to 115 µM), inactives show at the highest dose activation, most hits filed as activators | 410,000 compounds, 0.075% hits; also: potency is read from the fitted curve at half-maximal effect; nearly all actives have a fitted effect of over 55% in size; some results filed as inactive show a strong effect at the top dose; inactives centre near -15; many of its hits are not listed in these tables
Target sequence (Q03431 whole entry, looked up): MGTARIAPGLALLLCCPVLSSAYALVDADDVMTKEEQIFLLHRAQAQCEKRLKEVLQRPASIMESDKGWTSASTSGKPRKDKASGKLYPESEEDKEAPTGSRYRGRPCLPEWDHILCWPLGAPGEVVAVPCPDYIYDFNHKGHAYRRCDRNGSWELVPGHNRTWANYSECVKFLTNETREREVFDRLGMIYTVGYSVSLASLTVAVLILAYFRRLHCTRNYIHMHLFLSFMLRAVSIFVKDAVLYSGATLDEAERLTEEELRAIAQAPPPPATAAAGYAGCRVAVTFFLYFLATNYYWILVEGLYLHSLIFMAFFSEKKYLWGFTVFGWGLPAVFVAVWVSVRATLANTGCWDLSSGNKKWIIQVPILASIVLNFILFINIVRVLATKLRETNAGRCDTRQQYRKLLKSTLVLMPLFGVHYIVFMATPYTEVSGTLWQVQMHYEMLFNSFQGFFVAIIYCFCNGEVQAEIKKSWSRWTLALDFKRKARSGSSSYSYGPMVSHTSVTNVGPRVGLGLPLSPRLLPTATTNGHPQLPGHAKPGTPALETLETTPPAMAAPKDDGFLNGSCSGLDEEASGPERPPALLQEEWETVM
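HEK-293-derived GP2 cells expressing PTHR1 and a GloSensor cAMP reporter, 3,000/well, plated overnight, given luciferin plus IBMX (each 0.5 mM as added) for 1 h at 37 °C, then compound for 1 h at 37 °C. Luminescence was read after 15 min at room temperature.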
GLP1R cytotox = cytotoxicity counter-screen for GLP-1 receptor inverse agonists; HEK293 cAMP-luciferase reporter cells, luminescence, 24 h; 410,000 compounds, 0.13% hits; Potency, µM (highest dose often 38.3 µM), for inactives: at the top dose activity change, negative = inhibition, actives largely listed as inhibitors;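 also: loss of luciferase light is scored as toxicity; potency is read from the fitted curve at half-maximal effect; % is scaled to controls: 0 for no effect and ±100 for the full control effect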
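Step one: seed cells (200 cells/uL, DMEM with 10% Nu serum, 1% pen-strep). Step two: 12-hour incubation at 37 deg C. Step three: pin 23 nL compound, incubate 24 hr. Step four: add luciferase reagent, read luminescence 12 min later.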
TDP-43 yeast inh = rescues yeast growth from TDP-43 toxicity; TDP-43 expressing yeast growth rescue, BacTiter-Glo, 24 h; Potency, µM (titrated, usually from 46.1 µM), inactives show top-dose growth rescue (activation), actives largely listed as activators; 410,000 compounds, 1.8% hits; AID 652104; also: potency is read from the fitted curve at half-maximal effect; % of control where 0% means no effect; nearly all actives have a fitted effect of over 50% in size
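Galactose-induced TDP-43 yeast, OD600=0.02, compound pinned; 24 hr, 30 deg C; BacTiter-Glo luminescence for growth. Inhibitors of TDP-43 toxicity read as activators.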
D3 antag = blocks the human D3 dopamine receptor; D3R cells, DiscoveRx beta-arrestin luminescence, antagonist mode; stronger effect = lower value; 360,000 compounds, 2.5% hits; max response, negative = inhibition, %; P35462; in the data active = max response below about -50%; inconclusive = no clear call, values can overlap the other calls; also: % is scaled to controls: 0 for no effect and ±100 for the full control effect; mostly tested at two doses, the higher about 12 µM
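Cells expressing the human receptor were seeded at 1500 cells/well, incubated overnight at 37 degrees C in 5% CO2, then exposed to library compounds with dopamine controls for 90 minutes at 37 degrees C before luminescent detection.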
GLP-1R inv ag = inverse agonists of human GLP-1 receptor; 410,000 compounds, 1.6% hits; Potency, µM (series often up to 38.3 µM), for the others: at the top dose activity change, negative = inhibition, hits mostly inhibitors; HEK293 GLP-1R CRE-luciferase, luminescence, 24 h; GLP-1R form is constitutively active; AID 624417; also: potency is read from the fitted curve at half-maximal effect; % is scaled to controls: 0 for no effect and ±100 for the full control effect; nearly all actives have a fitted effect of over 55% in size
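Luminescence readout: a drop in cAMP-driven luciferase signal flags inverse agonism at a constitutively active GLP-1R stably expressed in HEK293. Compound exposure lasted 24 hr at 37 deg C, 5% CO2.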
KB-V1 MDR tox = kills drug-selected multidrug resistant KB-V1 cells; KB-V1 MDR cells viability, CellTiter-Glo, 72 h; Potency, µM (titrated, usually from 46.1 µM), inactives show at the highest dose activity change, negative = cytotoxicity, actives largely listed as cytotoxic; 400,000 compounds, 3.4% hits; also: potency is read from the fitted curve at half-maximal effect; % is scaled to controls: 0 for no effect and ±100 for the full control effect; nearly all actives have a fitted effect of over 60% in size
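In this primary screen, KB-V1 cells overexpressing P-gp are incubated with library compounds (lowest to highest concentration) for 72 h at 37 degrees C before a luminescent ATP viability read.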
Starred values were filed as active, the others as inactive; i = inactive; ? = inconclusive; / = no result given; [ ] = another dose, or the depositor's remark. Unless noted, calls follow the shape of the dose curve; as a rule, active = well fitted curve in the direction sought with a large enough effect; inconclusive = small, poorly fitted or top-dose-only effect, or another doubt; inactive = no such curve, though single readings can be large; an effect the other way counts as inactive or inconclusive. This is a subset; count on the stated rates, not on these rows.

SMILES,DRD3 agonist,GLP-1R agonist,aSyn yeast inh,PTHR1 ag,GLP1R cytotox,TDP-43 yeast inh,D3 antag,GLP-1R inv ag,KB-V1 MDR tox
COc1ccc(NC(=O)CN2C(=O)c3cccc4cccc2c34)cc1OC,-1,-7%,-4%,-38%[inhibitor],14%,-13%,-4,-14%,1%
Cc1ccccc1NC(=O)COC(=O)c1ccc2c(c1)C(=O)N(CCCN1CCOCC1)C2=O,1,3%,1%,5%,-1%,8%,1,10%,3%
O=C(c1ccc2ccccc2c1)c1cccc(F)c1C(=O)O,3,-3%,0%,i,-2%,17%,-10,-10%,11%
CCCc1nnc(NC(=O)CCN2C(=O)c3ccccc3C2=O)s1,4,-11%,3%,-3%[57.5 µM],-17%,?,7,0%,31%
CC(=O)N1CCOc2ccc(S(=O)(=O)Nc3cccc(C)n3)cc21,3,-6%,4%,-6%,-7%,7%,9,-20%,?
Cn1c(CC(=O)Nc2ccccc2F)nnc1SCC(=O)Nc1ccccc1Br,1,6%,-5%,-1%,8%,-11%,15,18%,-1%
Cc1ccc(-c2cn(CCN)c(-c3ccc(Cl)nc3)n2)cc1,-8,11%,3%,-14%,-7%,17%,1,6%,5%
Cc1ccc2cc(NC(=O)C3(C)CCN(C)C3)ccc2n1 (stereo not given),8,5%,2%,i,4%,24%,0,-25%,26%
O=C(Cc1cccc(Cl)c1)Nc1ccc(Br)cc1,-1,13%,-2%,-26%,0%,?,11,?,-29%
O=C(NC(=S)Nc1cccc(C(F)(F)F)c1)c1ccc2nonc2c1,16,0%,-19%,-29%,?,11µM*,-9,?,0%
CCCc1nc2c(=O)[nH]c3ccccc3c2o1,0,10%,22%,24%[57.5 µM],16%,2%,-28,-25%,7%
CC12CCC3C(=CCc4cc(O)ccc43)C1CC(=NO)C2O (stereo not given),-11,3%,6%,-12%,-14%,19%,9,-6%,0%
O=C(NC1CCN(C(=S)NCCc2ccccc2)CC1)C1CC1,3,-4%,3%,i,2%,4%,8,10%,?
COc1ccccc1N1CCN(C(=O)c2ccc(-c3ccccc3)cc2)CC1,-3,-2%,9%,-47%[inhibitor],-19%,18µM*,22,?,?
Cc1cc(-c2ccccc2)[nH]c(=O)c1C#N,2,-1%,-8%,i,-2%[7.66 µM],5%[9.22 µM],7,-1%[7.66 µM],-9%
O=C1Nc2ccccc2NC(c2ccc3c(c2)OCO3)=C1N(Cc1ccc(F)cc1)C(=O)c1ccco1,-4,-1%,-5%,i,-3%,8%,?,-3%,0%
O=[N+]([O-])c1cccc(C(O)C23CN4CN(CN(C4)C2)C3)c1 (stereo not given),-21,-5%,-3%,i,-3%,-5%,-3,-5%,20%
CC1CCc2noc(NC(=O)c3ccc([N+](=O)[O-])cc3)c2C1 (stereo not given),-13,/,/,-29%,-10%,6%,/,-25%,-2%
NC1=NC(=O)/C(=C/c2ccccc2OCC(=O)Nc2ccc(F)cc2)S1,4,3%,7%,i,3%,-19%,7,8%,26%
COc1ccc(S(=O)(=O)N2CCN(C)CC2)cc1C(=O)Nc1ccccc1,3,-4%,-7%,i,-5%,-9%,3,-2%,?
COc1ccc(CNCCc2ccc(Cl)cc2)cc1OCc1ccccc1,-11,3%,-12%,-30%,?,-25%,0,?,-26%
COc1ccc(C2CC(=O)c3cnc4c(-c5ccccc5)c(C)nn4c3C2)c(OC)c1 (stereo not given),0,1%,/,-3%,3%,14%,/,7%,30%
O=C(COC(=O)CNC(=O)C12CC3CC(CC(C3)C1)C2)Nc1ccccc1,29,-2%,-3%,i,7%,-28%,-10,2%,13%
COc1ccccc1NC(=O)CSc1nc(-c2cccc(Cl)c2)nc2c1Cc1c(CO)cnc(C)c1O2,1,/,/,?,2%,6%,/,7%,7%
CN1CCN(C(c2cccs2)c2nnnn2Cc2ccc(F)cc2)CC1 (stereo not given),-2,-1%,-6%,i,-2%,-6%,-6,-16%,-22%
Cc1ccc(NC(=O)NCCSc2ccc(C)cc2)cc1,2,3%,-2%,-8%,5%,-5%,0,?,-8%
Cc1ccccc1OCCNc1cc(N2CCCCC2)ccc1[N+](=O)[O-],2,0%,16%,-8%,-28%,11%,-24,?,?
CCOc1ccc2nc(NC(=O)c3cnccn3)sc2c1,-12,-5%,0%,-20%[57.5 µM],10%,7%,-18,7%,-13%
COc1ccc(-c2nnc3n2N=C(C)CS3)cc1,1,-4%,-11%,i,-9%,14%,-4,40%[activator],5%
CCOC(=O)c1cccc(NC(=O)COc2ccc([N+](=O)[O-])cc2)c1,-6,20%,-14%,-29%,-29%,?,-11,-10%,23µM*
O=C(O)c1cc2nc(-c3ccccc3)cc(-c3ccccc3)n2n1,4,0%,0%,-63%[inhibitor],-3%[7.66 µM],4%[9.22 µM],10,4%[7.66 µM],16%
CCOc1cccc(C(=O)Nc2cc(-c3ccc(C)cc3)no2)c1,-5,/,/,-17%,1%,5%,/,21%,-4%
Cc1oc(C(C)(C)C)cc1C(=O)N1CCN(C(c2ccccc2)c2ccccc2)CC1,-5,1%,-10%,-18%,-4%,-20%,-5,7.9µM*,-17%
O=C(c1nc2ncccn2n1)N1CCN(c2ccc(F)cc2)CC1,1,-23%,-6%,-10%,-12%,1%,?,2%,?
C#CCOCCOCCOCCNc1nc(N2CCN(C(=O)CCCCCCCCCCNC(=O)[C@H](CCCCN)n3cc(CCO)nn3)CC2)nc(N2CCN(C(=O)CCCCCCCCCCNC(=O)[C@H](CCCCN)n3cc(CCO)nn3)CC2)n1,-3,6%,-16%,-23%,2%,11%,26,12%,20%
Cc1oc(-c2ccc(Cl)cc2)nc1CN1CCC(C(=O)NCCCN2CCOCC2)CC1,-16,5%,-9%,16%[57.5 µM],-21%,0%,5,?,-23%
O=C(c1ccco1)N1CCN(c2ccc([N+](=O)[O-])cc2F)CC1,-6,-4%,2%,i,-19%,14%,9,22%,0%
COc1cccc(C(=O)CSc2nc3cccnc3n2C)c1,8,12%,-11%,-9%[57.5 µM],-6%,?,3,1%,3%
Cc1nn2c(C)c(C(=O)NCCc3ccccc3)cnc2c1-c1ccccc1,-3,/,/,?,-27%,18µM*,/,?,5%
CCOC(=O)c1ccc(NC(=S)Nc2cc(C)cc(C)n2)cc1,5,1%,-4%,i,-11%,11%,-5,-5%,-12%
CC(C)(C)c1ccc(C(=O)N2CCC2(C)C(=O)NCc2cccc3ccccc23)cc1 (stereo not given),-3,-2%,16%,-29%,-14%,0%,-8,?,-13%
Nc1nc(-c2ccc(Cl)cc2)c(N=Nc2ccc(S(=O)(=O)N3CCOCC3)cc2)s1,0,0%,-9%,-12%,21%,-32%[inhibitor],-54*,23%,?
COc1ccc(C2=CC(=O)CC(c3ccc(F)cc3)C2)cn1 (stereo not given),4,20%,6%,i,12%,18µM*,-20,-3%,23%
Cn1nc(N)c2ncc(-c3ccc(Cl)cc3)nc21,-1,4%,8%,-16%,-1%,26%,17,14%,7.3µM*
Cc1ccc(NC2(C(F)(F)F)N=C(c3ccccc3)NC2=O)nc1 (stereo not given),-2,5%,-3%,-33%[inhibitor],-1%,-12%,10,?,-10%
COc1ccc(/C=C/C(=O)Nc2cc(S(=O)(=O)N3CCOCC3)ccc2C)cc1OC,-2,11%,1%,-8%,-7%,-5%,-9,32%,28%
COc1ccc(S(=O)(=O)N2CCCCCC2)cc1C(=O)N1CCN(C(C)=O)CC1,4,-7%,-1%,i,-12%,2%,33,13%,16%
CCc1ccccc1N(C)C(=O)c1nn(C)c2c1CSc1ccccc1-2,2,/,/,-19%,-2%,?,/,?,/
CCc1cc2c(Sc3nc4ccccc4s3)ncnc2s1,0,12%,-7%,-20%[57.5 µM],-28%,15%,-10,3.5µM*,?
CC(NC(=O)CCC(=O)N1CCCCCC1)c1ccccc1 (stereo not given),2,7%,0%,i,-5%,2%,-1,-10%,12%
CCOC(=O)C(CC)Sc1cc(C)nc2ccc(OC)cc12 (stereo not given),6,24%,-9%,i,1%[0.307 µM],19%,16,6%[0.307 µM],?
COc1ccc(Br)cc1[C@H]1[C@@H]2C=CCC[C@@]2(C)C(=O)N1Cc1ccccc1,-36,5%,-4%,-24%,-15%,?,-55*,4.5µM*,?
Cc1cc(C)cc(NC(=O)c2cc(S(=O)(=O)N3CCCCC3)c[nH]2)c1,4,/,/,i,40%[activator],0%,/,-13%,/
Cc1ccc(S(=O)(=O)N(C)c2ccc(C(=O)N3CCN(Cc4ccc5c(c4)OCO5)CC3)cc2)cc1,-45,-20%,-5%,-61%[inhibitor][57.5 µM],1%,-30%,-10,?,1.6µM*
CCOC(=O)NC1=NCC(C)(C)S1,4,-4%,-1%,i,0%,24%,2,23%,3%
Cc1c2cnn(-c3ccccc3)c(=O)c2c(C)n1CC(=O)NCCc1ccc(Cl)cc1,2,/,/,-7%,4%,10%,/,0%,-13%
CCOC(=O)C1CCCN(c2nc3c(C)cccn3c(=O)c2/C=C(\C#N)C(=O)NCc2ccco2)C1 (stereo not given),5,24%,12%,-6%,-30%,10%,12,8%,5%
